Screening data: PubChem BioAssay, National Center for Advancing Translational Sciences (NCATS)
Lipid storage S3: qHTS Assay for Lipid Storage Modulators in Drosophila S3 Cells | Drosophila S3 cells, BODIPY lipid droplet fluorescence, 18-24 h; cells fed with added oleic acid | 0.64% of 320,000 active | lipid storage change, negative = inhibition, % at the top dose, mostly 46.1 µM; hits show Potency in µM | AID 2685; active = well fitted inhibition curve with a large enough effect in the signal ratio, with a control signal flat, not every such curve was filed as active; inconclusive = small, poorly fitted or top-dose-only effect, or effect the other way, or a change in a side signal; the % refers to the signal ratio
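Drosophila S3 cells got compounds at several concentrations plus oleic acid (400 uM solution). Laser-scanning cytometry with 488 nm excitation read lipid droplets at 500-530 nm and cells at 575-640 nm. Percent activity was relative to 20 uM Triacsin C.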
Lipid storage S3 cell count max: recorded beside Lipid storage S3, whose call it bears; cell number change, %; measured here: cell count max response;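 cells counted by Cell Tracker Red CMTPX staining in the red channel; peak over a dose series mostly up to 46.1 µM; percent activity relative to internal control wells on each plate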
Active calls of the source: *; i = inactive; ? = inconclusive; nt = not tested or not shown. % is set by controls: 0 for no effect and ±100 for the full control effect; potency is the fitted concentration of half-maximal effect. An excerpt; the hit share may differ from the screen's.

Lipid storage S3	Lipid storage S3 cell count max	Molecule
6%	8	COc1cc(/C=C/C(=O)OCC(=O)Nc2ccc([N+](=O)[O-])cc2)ccc1O
?	nt	CCOC(=O)N1CCN(C(=O)c2ccc(CNS(=O)(=O)c3ccc(NC(C)=O)cc3)cc2)CC1
?	nt	CC(C)OC(=O)/C(=C/c1ccc(Br)cc1)NC(=O)c1ccco1
12%	16	Cn1cccc1CC(=O)N/N=C/C=C/c1ccco1
?	nt	N=c1oc2ccc3ccccc3c2cc1-c1nnc2n1CCCCC2
i	nt	CCCn1c(NC(=O)c2ccc(C)cc2)nc2ccccc21
?	nt	COc1ccc(C2/C=C\CN(C(=O)Nc3ccccc3-c3ccccc3)CC(=O)N2Cc2ccc(F)cc2)cc1 (stereo not given)
?	nt	O=C(CNC(=O)C12CC3CC(CC(C3)C1)C2)N1CCN(S(=O)(=O)c2cccs2)CC1
?	nt	COc1ccc(N2C3=C(CC4=C2CC(C)(C)CC4=O)C(=O)CC(C)(C)C3)cc1
?	nt	CCC(C)n1nccc1NC(=O)C(C)Cl (stereo not given)
?	nt	CCCCn1nnnc1SCC(=O)N(CC)CC
?	nt	CC(C)[C@H](N[C@@H](C)c1ccccc1)c1c(O)ccc2ccccc12
?	nt	COc1cc2ccccc2cc1C(=O)N1CCOCC1
?	nt	Cc1ccc(C(=O)Nc2sc(Cc3ccc4c(c3)OCO4)c(C)c2C(N)=O)cc1
?	nt	COc1ccc(NC(=S)N=Nc2c(O)[nH]c3ccccc23)cc1
?	nt	CCCCn1c(N)c(N(CCOC)C(=O)c2ccc(C)c(S(=O)(=O)N3CCCCC3)c2)c(=O)[nH]c1=O
?	nt	CCOc1ccc(NC(=O)CCN2CCN(c3ccccc3F)CC2)cc1
-2%	9	O=C(O)CCSCCCN1C(=O)c2cccc3cccc(c23)C1=O
12%	0	Cc1ccc(-c2c[n+](CC(=O)Nc3ccccc3)c3n2CCC3)cc1
-3%	1	Cc1ccc(NC(=O)Cc2csc(-c3ccccc3)n2)cc1F
?	nt	O=C(N/N=C1\C/C(=N\NC(=O)c2ccncc2)c2ccccc21)c1ccncc1
-1%	-4	O=C(C1CCN(Cc2ccccc2)CC1)N1CCN(C/C=C/c2ccccc2)CC1
?	nt	Fc1ccc(NC(=S)NC23CN4CN(CN(C4)C2)C3)cc1
?	nt	COc1ccc(OCC(=O)Nc2ccc(C)c(S(=O)(=O)N(C)C)c2)cc1
?	nt	COc1ccc2c(c1)O/C(=C\c1ccccc1C)C2=O
?	nt	COc1ccc(/C=C/C(=O)c2ccc([N+](=O)[O-])o2)cc1OC
17%	-6	COCCn1cc(C(=O)NCc2cccs2)c2c3ccccc3n(C)c2c1=O
-1%	15	Cc1cc(C)c(S(=O)(=O)c2ccccc2C(C)C)c(=O)[nH]1
?	nt	CC(=O)c1cccc(NC(=O)CCNS(=O)(=O)c2cccc3nonc23)c1
1%	-1	COc1ccc(-c2noc(C3CCCN(C(=O)c4ccccc4)C3)n2)cc1 (stereo not given)
-2%	1	Cc1ccc(N(Cc2ccc(C(=O)NCC3CCCO3)cc2)S(C)(=O)=O)cc1C (stereo not given)
?	nt	CCOC(=O)c1cc(NC(=O)c2ccc(Cl)cc2)c(=O)n2c1oc1ccc(Cl)cc12
20%	4	COc1ccc2oc(-c3ccccc3)c(C(=O)N3CCOCC3)c2c1
21µM*	-14*	O=C(NCCO)C1(c2ccc(Cl)cc2)CCCC1
?	nt	CCOc1ccc(NC(=O)COC(=O)c2ccc3c(c2)C(=O)N(CCc2ccccc2)C3=O)cc1
?	nt	O=c1c2ccccc2nc(-c2ccco2)n1/N=C/c1ccco1
?	nt	COc1cc2c(cc1/C=C1/NC(=O)N(c3ccccc3)C1=O)OCO2
-4%	-10	CCn1c(CNC(=O)c2cccs2)nnc1SCC(=O)Nc1ccc(Cl)cc1
?	nt	CCCN1C(=O)c2cc(C(=O)Nc3ccccc3C)ccc2C1Nc1ccccc1C (stereo not given)
?	nt	CCOc1cccc(-c2c(C(=O)N/N=C(\C)c3ccncc3)nnn2-c2nonc2N)c1
8%	1	CCOC(=O)N1CCN(C(=O)C2CC(=O)N(c3ccc(OC)cc3)C2c2ccc(OC)cc2)CC1 (stereo not given)
-20%	-10	O=C(Nc1c(C(=O)O)[nH]c2ccc(F)cc12)c1cccc(C(F)(F)F)c1
i	3	CC(CCc1ccccc1)NS(=O)(=O)c1ccccc1Cl (stereo not given)
?	nt	COc1ccc(-c2csc(NC(=O)C3CSC4(C)CCC(=O)N34)n2)cc1 (stereo not given)
?	nt	Cc1ccc(C(=O)O/N=C(\c2ccccc2)c2cccnc2)cc1
?	nt	NC(=O)c1c(NC(=O)CCCC(=O)O)sc2c1CCCCCC2
?	nt	O=C(COC(=O)CNS(=O)(=O)c1ccc(Br)cc1Cl)Nc1ccc(N2CCOCC2)cc1
?	nt	O=C(Nc1ccc(F)cc1F)c1csc(-c2cccs2)n1
-11%	-12	COc1ccc(S(=O)(=O)N(CC(=O)N2CCOCC2)Cc2ccccc2)cc1
7%	16	Cc1nc2nc(NC(=O)c3ccco3)nn2c(C)c1Cl
?	nt	CCC(C)(C)n1nnnc1C(c1ccc2ncccc2c1)N1CCN(c2nc3ccccc3s2)CC1 (stereo not given)
?	nt	Cc1cc(C)n(-c2ncnc3sc4c(c23)CCCC4)n1
-11%	-7	Fc1ccc(-c2nnn3c2nc(NCc2ccccc2)c2ccccc23)cc1
12%	3	CCN(CC)S(=O)(=O)c1ccc(N/N=C/c2cc(OC)ccc2O)nc1
?	nt	CC(Sc1nnc(Cc2ccccc2)n1C)C(=O)NC1CC1 (stereo not given)
-100%	16	CCc1ccc(S(=O)(=O)/N=C2\C=C(Nc3ccc(O)cc3)C(=O)c3ccccc32)cc1

More structures:
Lipid storage S3	Lipid storage S3 cell count max	Molecule
?	nt	Cn1c(C(=O)N2CCN(Cc3ccc4c(c3)OCO4)CC2)cc2sccc21
?	nt	O=C(COc1ccccc1)Nc1cccc(-c2ccc(N3CCOCC3)nn2)c1
?	nt	O=C(Nc1ccc(F)cc1)Nc1ccc2ccccc2n1
-12%	-6	COc1ccc(COCC(CC(C)C)N2CCN(C(=O)c3cccc(C(F)(F)F)c3)CCC2=O)cc1 (stereo not given)
10%	-2	COc1ccc(-c2nnc(SCC(=O)Nc3ccccc3)n2C)cc1
?	nt	Cc1ccc(NC(=O)c2ccc(Cl)cc2Cl)cc1O
0%	5	CC1(N2CCOCC2)CC2(O)C(=[N+]1[O-])CCc1c2no[n+]1[O-] (stereo not given)
7%	18	COC(=O)c1sccc1N/C=C(\C#N)S(=O)(=O)C(C)(C)C
?	nt	CCc1ccc(C(C(=O)NC2CCCC2)N(CCOC)C(=O)CCC(=O)Nc2cc(C)on2)cc1 (stereo not given)
?	nt	O=C(c1ccccc1)N1CCN(c2ncnc3sc4c(c23)CCC4)CC1
1%	-5	COc1cccc(CN2CCN(C(=O)Nc3ccc([N+](=O)[O-])cc3)CC2)c1
-11%	nt	Cc1ccc(C(=O)O/N=C2\CCS(=O)(=O)c3sccc32)cc1
?	nt	CCCC(=O)NC(c1ccc(OC)c(OC)c1)c1c(O)ccc2ccccc12 (stereo not given)
?	nt	CCOCc1cn(CC(=O)c2ccc([N+](=O)[O-])cc2)c(C)nc1=N
12%	-3	COc1ccccc1-c1cc(C(=O)N2CCc3ccccc3C2)c2ccccc2n1
2%	4	O=C1N=C(N2CCCC2)CN1c1ccccc1
?	nt	Cc1ccc(C)c(OCCCCN2CCNCC2)c1C
1%	3	CN(C)c1cncc(C(=O)O)c1
-1%	9	Fc1cccc(F)c1/C=N/N1CCOCC1
-24%	nt	CC1CC(C)CN(CCCNC(=O)Cn2ncc3c([nH]c4ccccc43)c2=O)C1 (stereo not given)
?	nt	CS(=O)(=O)c1ccc2nc(NC(=O)Nc3ccc(Cl)c(Cl)c3)sc2c1
i	nt	CN(C)c1ccc(C(=O)OCC(=O)NC2CCCCC2)cc1
?	nt	O=S(=O)(c1ccc(-n2cnnn2)cc1)N(C1CCCCC1)C1CCCCC1
i	-14	CCC1CCCCN1S(=O)(=O)c1ccc(C(=O)Nc2nnc(C3=COCCO3)o2)cc1 (stereo not given)
?	nt	COc1cc(CNc2ccc(N3CCOCC3)c(C(=O)O)c2)ccc1OCC(N)=O
18%	nt	COc1ccc(NC(=O)CCNS(=O)(=O)c2cccc3nsnc23)cc1
10%	-4	NC(=O)c1ccsc1NC(=O)CSc1nnc(C2CC2)n1Cc1ccccc1
?	nt	CN(CC(=O)Nc1ccc(N2CCOCC2)cc1)CC(=O)Nc1ccc(Cl)cc1[N+](=O)[O-]
?	nt	COc1cccc(OC)c1C(=O)NC(C)CCc1ccccc1 (stereo not given)
?	nt	Nc1nonc1-n1nnc(C(=O)N/N=C/C2CCCCC2)c1-c1ccccc1
?	nt	COc1ccc(CNC(=O)C(c2ccco2)N(C(=O)c2snc(C(N)=O)c2N)c2cccc(OC)c2)cc1 (stereo not given)
?	nt	O=C(COc1ccc2c(-c3ccccc3)cc(=O)oc2c1)Nc1cccnc1
?	nt	O=C(c1ccco1)N1CCN(C(=O)C2CC(c3ccccc3F)=NO2)CC1 (stereo not given)
16%	-14	O=c1[nH]c2ccc(Cl)cc2c(-c2ccccc2)c1[N+](=O)[O-]
20%	12	O=C(NC(c1ccccc1)c1ccccc1)c1cccc(S(=O)(=O)NCc2ccccc2)c1
-3%	20	O=S1(=O)CC2NC(=S)N(c3cccc(Br)c3)C2C1 (stereo not given)
?	nt	CCCC(=O)Nc1ccc(OCC(=O)OC)cc1
-11%	nt	O=c1c2cnn(-c3ccc(F)cc3)c2ncn1Cc1cccnc1
i	10	O=C(NC1CCc2ccccc21)C1CCN(S(=O)(=O)c2ccc(-n3cnnn3)cc2)CC1 (stereo not given)
?	nt	O=C(Cc1ccccc1)NC(NCCCN1CCOCC1)(C(F)(F)F)C(F)(F)F
?	nt	CC1(C)CC(=O)C2=C(C1)Nc1ccccc1NC2c1ccc(F)cc1 (stereo not given)
?	nt	S=C(NCCc1ccccn1)Nc1cc(Cl)cc(Cl)c1
-10%	2	O=C(NC1(C(F)(F)F)NC(=O)N(c2ccc(F)c(Cl)c2)C1=O)c1ccncc1 (stereo not given)
?	nt	COc1ccc(S(=O)(=O)NCCC(=O)NC(C)c2ccccc2)cc1 (stereo not given)
?	nt	O=C(CN1C(=O)S/C(=C\c2ccc(C(=O)O)cc2)C1=O)Nc1ccccc1
?	nt	COc1ccc(CNC(=S)N/N=C(\C)c2ccc(OC)cc2)cc1
6%	1	COC(=O)Cc1ccc(OCc2ccc(Cl)nc2)cc1
?	nt	CCN1CCN(c2ncnc3c2sc2nc(N4CCOCC4)c4c(c23)CCC4)CC1
?	nt	COc1ccc(CSCC(=O)Nc2ccc(S(=O)(=O)N3CCCCCC3)cc2)cc1
15%	13	COc1ccc(CNC(=O)c2ccc3c(=O)n(-c4ccccc4)c(=O)[nH]c3c2)cc1
10%	nt	O=C(NCCC1=CCCCC1)C1CCCN(S(=O)(=O)c2ccc(F)cc2)C1 (stereo not given)
2%	18	O=c1[nH][nH]c2ccccc2c1=O
-12%	nt	O=C(NCc1ccc(F)cc1)C(=O)Nc1nc(C23CC4CC(CC(C4)C2)C3)cs1
-8%	4	CCOc1ccc(N(CC(=O)NCc2ccco2)C(=O)CCC(=O)Nc2ccccn2)cc1
i	11	O=C(N/N=C/c1ccc2c(c1)OCO2)c1cccc2ccccc12
-7%	-9	Cc1ccc(NC(=O)CSc2ccc3nnc(-c4ccccn4)n3n2)cc1

Random excerpt: five compounds from above
Lipid storage S3	Lipid storage S3 cell count max	Molecule
?	nt	COc1ccc(CSCC(=O)Nc2ccc(S(=O)(=O)N3CCCCCC3)cc2)cc1
-8%	4	CCOc1ccc(N(CC(=O)NCc2ccco2)C(=O)CCC(=O)Nc2ccccn2)cc1
-7%	-9	Cc1ccc(NC(=O)CSc2ccc3nnc(-c4ccccn4)n3n2)cc1
15%	13	COc1ccc(CNC(=O)c2ccc3c(=O)n(-c4ccccc4)c(=O)[nH]c3c2)cc1
-12%	nt	O=C(NCc1ccc(F)cc1)C(=O)Nc1nc(C23CC4CC(CC(C4)C2)C3)cs1

Additional structures
Lipid storage S3	Lipid storage S3 cell count max	Molecule
2%	12	CCOC(=O)C(=O)N1CCC(C(=O)OCC)CC1
0%	4	COc1ccc(C(=O)Nc2ncc3c(n2)-c2ccccc2CC3)cc1
?	nt	Cc1ccc(/C=N/n2c(C)cc(C)c(C#N)c2=O)cc1
?	nt	CC(C)NC(=O)c1ccc(CS(=O)(=O)c2ccc(Br)cc2)o1
?	nt	Cc1nc2cc(OCc3cc(C(=O)NC(C)c4cn(C)nc4C)no3)ccc2s1 (stereo not given)
-2%	2	Cc1ccc(C)c(NC(=O)CCN2CCCC(C)C2)c1 (stereo not given)

Ordered by value in Lipid storage S3 cell count max (largest number first): 3 from the list above
SMILES	Lipid storage S3	Lipid storage S3 cell count max
O=C(NC(c1ccccc1)c1ccccc1)c1cccc(S(=O)(=O)NCc2ccccc2)c1	20%	12
COc1cc(/C=C/C(=O)OCC(=O)Nc2ccc([N+](=O)[O-])cc2)ccc1O	6%	8
O=C(NC1(C(F)(F)F)NC(=O)N(c2ccc(F)c(Cl)c2)C1=O)c1ccncc1 (stereo not given)	-10%	2
